RAD54 branch: RAD54 (human) branch migration inhibition | RAD54 Holliday junction branch migration, FAM/BHQ fluorescence | inhibition, % at 10.4 µM | hit rate 0.14% among 360,000 | AID 602329;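 active means mean normalized replicate activity at least 40 and at least half of replicates scoring 40 or more; inconclusive means only one of the two criteria met; inactive means mean below 40 and under half of replicates reaching 40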;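 further: 0% = median of neutral control wells and 100% = median of positive control wells; inhibitors cause a drop in the FAM fluorescence signal; in these data hits start at about 50%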
PGC1a acetyl inh: lowers PGC1a acetylation signal in U2OS cells; AlphaScreen anti-acetyl-lysine; with virally co-expressed GCN5 acetyltransferase; inhibition, % at 15.6 µM; hit rate 0.17% among 350,000;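 active means every replicate shows inhibition of at least 40%; inconclusive means mean inhibition at least 40% but some replicate below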;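 further: 0% = neutral control wells and 100% = positive control wells; some results beyond the cut were filed as inactive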
miR122 inh: inhibitors of miR-122 in Huh7 cells; Huh7 miR-122 Renilla luciferase sensor, 48 h; neutral wells = 0, positive control = 100; activation (reporter increase), % at 12.5 µM; hit rate 0.3% among 340,000;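 active means mean replicate activation score at least 90 and every replicate individually at or above 90; inconclusive means only one of the two criteria met; inactive means neither criterion met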;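 further: higher luciferase means less miR-122 activity so hits act as miR-122 inhibitors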
Cneo AK release: Cryptococcus neoformans lysis via adenylate kinase release. lysis activity, % at 15 µM. C. neoformans lysis, adenylate kinase release luminescence, 4 h; normalised: neutral wells 0, clomiphene wells 100. hit rate 0.2% among 360,000;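 active means mean lysis activity across replicates of at least 80%, whatever share of replicates individually reach that level; inactive means mean lysis activity below 80%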
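Assay system: Cryptococcus neoformans yeast cells / Dosing: single-point compound dose / Timing: 4 h at 37 °C static, read 1 h later / Measured by: luminescence of released adenylate kinase using an AK detection reagent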
ERAP1 inh: ERAP1 (human) enzyme inhibition; Q9NZ08; recombinant ERAP1, Leu-AMC fluorescence, 60 min; inhibition, % at 10.7 µM; hit rate 0.15% among 340,000; AID 652197;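 active means mean replicate inhibition of at least 30%, or all replicates individually reaching that 30% level; inactive means mean below 30% and not every replicate reaching it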;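 further: 0% = neutral control wells and 100% = L-leucinethiol positive control wells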
E-sel inducer: E-selectin induction on HUVECs; activation, % at 7.58 µM; hit rate 0.37% among 260,000; P16581; HUVEC E-selectin immunofluorescence imaging; normalized: neutral wells 0, TNF-alpha wells 100; AID 686992;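 active means mean E-selectin-positive cell signal at least 10% of the positive control, reached in at least 60% of replicates, without over 20% cell loss; inconclusive means no rule given, readout overlaps actives, possibly toxicity-flagged; inactive means the rest, including those meeting only one limit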;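 further: in these data hits start at about 27%; measured in HUVEC primary endothelial cells; signal is the percent of cells scored E-selectin positive by PE staining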
Target sequence (P16581 whole entry, looked up): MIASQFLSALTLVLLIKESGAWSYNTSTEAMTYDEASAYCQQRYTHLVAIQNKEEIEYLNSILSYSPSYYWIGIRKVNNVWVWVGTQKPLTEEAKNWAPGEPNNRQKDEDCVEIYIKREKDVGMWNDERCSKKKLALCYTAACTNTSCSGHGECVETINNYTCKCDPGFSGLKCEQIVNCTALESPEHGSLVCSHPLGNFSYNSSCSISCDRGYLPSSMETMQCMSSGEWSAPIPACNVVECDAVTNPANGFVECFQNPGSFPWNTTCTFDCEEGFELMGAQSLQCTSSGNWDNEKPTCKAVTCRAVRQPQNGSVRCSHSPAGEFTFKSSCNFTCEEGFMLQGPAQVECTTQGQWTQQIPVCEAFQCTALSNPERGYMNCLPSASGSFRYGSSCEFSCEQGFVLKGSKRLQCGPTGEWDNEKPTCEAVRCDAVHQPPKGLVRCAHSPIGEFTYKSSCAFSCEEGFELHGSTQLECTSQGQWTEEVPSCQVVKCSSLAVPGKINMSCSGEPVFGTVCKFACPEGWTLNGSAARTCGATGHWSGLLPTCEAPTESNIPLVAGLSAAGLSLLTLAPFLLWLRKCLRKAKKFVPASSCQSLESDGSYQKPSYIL
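material = human umbilical vein endothelial cells (HUVEC), E-selectin induction | quantity = 3,000 cells/well | medium = EGM-2 growth medium on 0.1% gelatin-coated wells | technique = immunofluorescence imaging | read-out basis = % PE-positive cells | control set = TNF-alpha positive control, DMSO neutral control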
RAD52 inh: RAD52 (human) annealing inhibition; P43351; recombinant RAD52 DNA annealing, FRET fluorescence; inhibition, % at 18.7 µM; hit rate 0.46% among 360,000; AID 651710;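 active means every replicate showing at least 50% inhibition; inconclusive means mean inhibition at least 50% but not in every replicate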
Target sequence (P43351 whole entry, looked up): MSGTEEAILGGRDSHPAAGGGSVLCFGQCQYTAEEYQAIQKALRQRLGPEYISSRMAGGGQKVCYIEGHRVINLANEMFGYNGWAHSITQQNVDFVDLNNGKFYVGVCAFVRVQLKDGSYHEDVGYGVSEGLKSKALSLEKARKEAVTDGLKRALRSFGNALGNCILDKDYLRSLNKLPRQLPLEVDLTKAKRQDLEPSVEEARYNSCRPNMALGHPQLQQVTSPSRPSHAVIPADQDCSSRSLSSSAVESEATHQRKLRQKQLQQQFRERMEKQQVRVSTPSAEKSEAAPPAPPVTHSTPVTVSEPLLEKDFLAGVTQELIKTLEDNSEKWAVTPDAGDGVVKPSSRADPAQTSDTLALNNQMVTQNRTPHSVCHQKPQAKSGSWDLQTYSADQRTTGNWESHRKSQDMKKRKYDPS
PglD inh: PglD (C. jejuni) enzyme inhibition | hit rate 0.098% among 360,000 | AID 602405 | inhibition, % at 12.5 µM | purified PglD enzyme, DTNB colorimetric CoA detection; in the data active means inhibition above about 16%, passing the limit was not always enough; inconclusive means no clear call, values can overlap the other calls; further: strong numbers were not always called active
Numbers without * were called inactive; ? = inconclusive; . = no result given; [ ] = another dose, or the depositor's remark.

nr	structure	PGC1a acetyl inh	ERAP1 inh	Cneo AK release	RAD54 branch	miR122 inh	PglD inh	E-sel inducer	RAD52 inh
1	C[C@@H]1CN([C@@H](C)CO)C(=O)c2cccc(NC(=O)Nc3ccc4c(c3)OCO4)c2O[C@@H]1CN(C)S(=O)(=O)c1ccccc1	6	1	-59	8	5[16.7 µM]	0	-0.3	-21
2	C[C@H](CO)N1C[C@H](C)[C@H](CN(C)S(=O)(=O)c2ccc(Cl)cc2)Oc2c(NC(=O)Nc3cccc4ccccc34)cccc2C1=O	-3	0	0	2	0[16.7 µM]	-1	-0.3	7
3	C[C@@H]1CN([C@H](C)CO)C(=O)c2cc(/C=C/c3ccccc3)cnc2O[C@@H]1CN(C)C(=O)Cc1ccccn1	5	5	-2	-5	1[16.7 µM]	2	.	-3
4	CC(C)CCN(C(=O)CNC(=O)c1ccco1)C(C(=O)NC1CCCCC1)c1ccco1 (stereo not given)	-13	.	1	3	-8	-3	.	.
5	CCCc1cn(CC[C@@H]2CC[C@@H](NC(=O)CCN3CCCCC3)[C@@H](CO)O2)nn1	-2	2	1	2	.	-3	0.1	-15
6	COc1ccccc1-c1nnc(SCC(=O)N2CCC(C)CC2)o1	34	.	1	3	6	0	.	.
7	CN1[C@H](C(=O)NCC(F)(F)F)[C@@H](CO)[C@@H]2Cn3c(ccc(-c4ccc(F)cc4)c3=O)[C@@H]21	28	2	1	9	3[16.7 µM]	1	-0.5	-12
8	CN1CCN(C(=O)C[C@@H]2C=C[C@H](NC(=O)Cc3ccccn3)[C@@H](CO)O2)CC1	.	0	0	0	-10[16.7 µM]	-2	0.0	-12
9	O=C1C2ON(c3ccccc3)C(c3cccnc3)C2C(=O)N1Cc1ccccc1 (stereo not given)	5	.	-1	-2	-24	5	.	.
10	COc1ccc(S(=O)(=O)N(C)C[C@@H]2Oc3ccc(NC(=O)CCCN(C)C)cc3CC(=O)N([C@@H](C)CO)C[C@H]2C)cc1	-1	-1	-1	0	6[16.7 µM]	0	-0.1	-8
11	CC(C)NS(=O)(=O)c1ccc(OCC(=O)Nc2cccc(F)c2)cc1	1	-2	-1	2	5	0	0.6	-4
12	O=C(N1CCOCC1)C1(c2ccc(Cl)cc2)CCCC1	-22	.	0	2	-2	-2	.	.
13	Cc1cccc(NC(=O)CNC(=O)CCc2nc3sc4c(c3c(=O)[nH]2)CCCC4)c1C	-1	4	0	9	-3	6	2.5	-50
14	CCN(CC)c1ccc(NC(=O)C2CCC(CNc3c(N4CCCC4)c(=O)c3=O)CC2)c(C)c1 (stereo not given)	0	3	3	-1	15	5	2.1	-24
15	CCN(CC(=O)Nc1c(F)cccc1F)C(=O)c1ccc(S(=O)(=O)N2CCC(C)CC2)cc1	-4	-1	-3	8	-8	4	.	-7
16	C/C=C/c1ccccc1[C@H]1[C@@H](CO)N(C(=O)NC2CCCCC2)[C@H]1C#N	-3	-3	.	.	.	.	0.1	-10
17	COc1ccc([C@@H]2CC=C(C(=O)O)[C@H](c3ccc(C(C)(C)C)cc3)N2S(=O)(=O)c2ccc(C)cc2)cc1OC	-5	.	-3	-2	8	-3	-1.6	-18
18	O=C(Nc1ccccc1)N1CCCCN2[C@@H](CO)[C@H](c3ccc(-c4ccccc4F)cc3)[C@@H]2C1	5	.	1	-2	-4[16.7 µM]	3	-0.4	.
19	CCc1ccc(/C=C2/SC(=S)N(CCC(=O)Nc3cccnc3)C2=O)cc1	.	0	5	-5	.	-5	0.2	-283
20	COc1ccc(NC(=O)N(C)C[C@H]2Oc3ccc(NS(=O)(=O)c4ccccc4)cc3C(=O)N([C@@H](C)CO)C[C@H]2C)cc1	5	2	-2	7	-1[16.7 µM]	2	.	0
21	C=CCNC(=O)c1onc(CSc2ccc(F)cc2)c1C(=O)NCCOC	4	3	8	7	2	-5	0.5	-9
22	C[C@@H]1CN([C@@H](C)CO)C(=O)c2cc(NC(=O)Cc3cn(C)c4ccccc34)ccc2O[C@@H]1CN(C)CC1CC1	1	-4	-10	-7	1[16.7 µM]	9	0.1	12
23	CN(C)S(=O)(=O)c1ccc(C(=O)OCC(=O)NCc2ccccc2)cc1	7	3	0	8	-8	.	7.3	-14
24	O=C(N[C@@H]1CC[C@@H](CCn2cc(-c3ccccn3)nn2)O[C@@H]1CO)c1ccc(F)cc1	-3	3	78	5	.	0	0.2	-8
25	C[C@@H]1CN([C@@H](C)CO)C(=O)Cc2cc(NC(=O)Cc3ccccc3)ccc2O[C@@H]1CN(C)Cc1ccccc1	.	0	1	-2	5[16.7 µM]	0	-0.4	11
26	O=C(Cn1c(=O)n(Cc2ccco2)c(=O)c2ccccc21)Nc1cccc(Cl)c1	-3	5	-1	-5	4	0	.	-17
27	O=C(C[C@@H]1C=C[C@H](NC(=O)c2cccc(F)c2)[C@@H](CO)O1)Nc1nccs1	-10	3	31	6	.	2	0.0	-18
28	C[C@@H]1CN([C@H](C)CO)C(=O)Cc2cc(NS(=O)(=O)c3ccc(F)cc3)ccc2O[C@@H]1CN(C)C(=O)NC1CCCCC1	9	0	-2	8	8[16.7 µM]	-1	-0.2	11
29	C[C@H](CO)N1C[C@H](C)[C@H](CN(C)C(=O)Nc2cccc3ccccc23)Oc2ccc(NS(=O)(=O)c3ccc(F)cc3)cc2CC1=O	-1	-2	-11	-7	2[16.7 µM]	0	-0.1	-17
30	COC(=O)C1=C(C)NC(C)=C(C(=O)OCC2CCCO2)C1c1cccc(Br)c1 (stereo not given)	9	8	-2	-12	-3	0	-0.2	-13

2 compounds drawn at random from the list so far, as already listed:
nr	structure	PGC1a acetyl inh	ERAP1 inh	Cneo AK release	RAD54 branch	miR122 inh	PglD inh	E-sel inducer	RAD52 inh
27	O=C(C[C@@H]1C=C[C@H](NC(=O)c2cccc(F)c2)[C@@H](CO)O1)Nc1nccs1	-10	3	31	6	.	2	0.0	-18
21	C=CCNC(=O)c1onc(CSc2ccc(F)cc2)c1C(=O)NCCOC	4	3	8	7	2	-5	0.5	-9

(cont.)
nr	structure	PGC1a acetyl inh	ERAP1 inh	Cneo AK release	RAD54 branch	miR122 inh	PglD inh	E-sel inducer	RAD52 inh
31	O=C(NN1C(=O)c2ccccc2NC1c1ccco1)c1ccccc1 (stereo not given)	.	-1	3	-1	11	1	.	-2
32	CCOc1ccc(N2CC(C(=O)NCCC3=CCCCC3)CC2=O)cc1 (stereo not given)	-4	2	2	0	.	-1	.	2
33	COc1cc(/C=N/N=C2\CC3CCC2(C)C3(C)C)ccc1O (stereo not given)	-11	.	2	6	-7	3	.	.
34	COc1ccc(CCN(C)C(=O)c2ccc(S(=O)(=O)Nc3ccccc3F)cc2)cc1OC	.	1	0	9	.	-8	.	-12
35	CC(c1ccccc1)N(C)CC(=O)NC(=O)NCCC1=CCCCC1 (stereo not given)	4	3	-2	-20	.	0	?	-3
36	CNC[C@H]1Oc2ccc(NS(=O)(=O)c3ccc(OC)cc3)cc2C(=O)N([C@H](C)CO)C[C@H]1C	2	3	0	-9	8[16.7 µM]	22	0.3	-12
37	C/C(=N\NC(=S)NC(C)C)c1ccc(C(C)(C)C)cc1	-3	8	55	-6	6	-6	.	-14
38	O=C(CCn1nc(-c2ccc(Cl)cc2)ccc1=O)NCCCN1CCCCCC1	.	2	-1	-18	.	1	.	63*
39	Cc1cc(NC(=O)c2ccco2)sc1C	-4	-1	-4	-13	-1	0	9.3	-7
40	C/C=C/c1cnc2c(c1)C(=O)N([C@@H](C)CO)C[C@@H](C)[C@H](CN(C)C(=O)c1ccc3c(c1)OCO3)O2	-3	1	5	-2	-7[16.7 µM]	0	-0.2	11
41	C/C(=N/NC(=O)C1COc2ccccc2O1)c1ccc(Br)s1 (stereo not given)	-4	.	0	-6	.	4	0.0	-10
42	COCC(=O)Nc1ccc2c(c1)OC[C@H](C)N(Cc1ccncc1)C[C@@H](C)[C@@H](OC)CN(C)C2=O	6	-2	0	4	2[16.7 µM]	-2	0.1	0
43	O=C(C1CCCCC1)N1C[C@H]2[C@@H](c3ccccc31)[C@H](CO)N2CC1CCOCC1	-11	-2	-1	-7	4[16.7 µM]	-1	-0.1	2
44	CC(C)N(CCCNC(=O)c1nn(C)c2c1CS(=O)(=O)c1ccccc1-2)Cc1ccccc1	2	2	-3	-5	2	2	.	-1
45	C[N+](C)(CCOc1ccccc1)Cc1ccccc1 (tested in a mixture with another compound)	14	3	4	-14	.	-5	0.3	-27
46	CC(C)(C)c1ccccc1NC(=O)Nc1nc(C(N)c2ccccc2Cl)cs1 (stereo not given)	9	-1	-1	0	3	-2	0.0	-130
47	O=C1CCC(=O)c2oc3ccccc3c2N1	12	.	6	3	2	-4	.	.
48	O=C(NCCC1=CCCCC1)C(=O)NCC(c1ccco1)N1CCN(c2ccc(F)cc2)CC1 (stereo not given)	9	.	4	-5	-1	0	.	.
49	O=C(CC1NCCNC1=O)OCCCc1ccccc1 (stereo not given)	-3	4	0	-12	1	4	-0.2	-4
50	CCCN(C)C[C@@H]1OCCCC[C@@H](C)Oc2ccc(NC(=O)NC(C)C)cc2C(=O)N([C@H](C)CO)C[C@@H]1C	1	6	0	2	1[16.7 µM]	-3	.	1
51	CCNc1nc(NCC)n2c(SCC(=O)Nc3ccc(CC)cc3)nnc2n1	2	.	2	1	0	1	.	.
52	c1ccc2[nH]c(-c3cnco3)cc2c1	.	3	3	-8	.	-2	0.6	-3
53	COc1ccc(CCNS(=O)(=O)c2ccc(-n3cnnn3)cc2)cc1OC	-9	-2	-4	-2	4	4	0.1	2
54	CN(C)C(=O)CSc1nc(SCC(=O)N(C)C)n(-c2ccccc2)n1	-1	.	0	-11	3	-6	.	.
55	COc1ccc(Cn2nnnc2C(c2ccc3ncccc3c2)N2CCN(C3CCCCC3)CC2)cc1 (stereo not given)	0	-4	.	.	.	.	0.0	-11
56	C[C@@H]1CN([C@H](C)CO)C(=O)c2cccc(NC(=O)C3CCOCC3)c2O[C@H]1CN(C)Cc1ccc(Oc2ccccc2)cc1	6	0	-8	2	28[16.7 µM]	1	-1.8	-4
57	CCOc1ccc(CN(C)C(=O)CCN2C(=O)c3ccccc3C2=O)cc1OC	4	1	-1	-6	-6	-1	-0.1	-8
58	COc1cc(CCC(=O)OCC(=O)Nc2nc(C)c(Cl)cc2Cl)cc(OC)c1OC	-3	.	0	9	2	-7	.	.
59	CCOC(=O)c1cnc(Cc2ccccc2)[nH]c1=O	.	.	2	0	2	-6	0.2	-26
60	CC(C)NC(=O)N(C)C[C@@H]1Oc2ncc(C#CCc3ccccc3)cc2C(=O)N([C@H](C)CO)C[C@H]1C	-4	7	2	-9	-14[16.7 µM]	10	-0.4	19
61	O=S(=O)(c1ccc(NC(=S)N/N=C/c2ccc(O)c(O)c2)cc1)N1CCOCC1	0	.	5	3	-2	-2	-0.2	-12
62	C[C@H](CO)N1C[C@H](C)[C@H](CN(C)Cc2ccccc2)Oc2cc(C#CC(C)(C)O)ccc2S1(=O)=O	-20	-3	0	-7	-7[16.7 µM]	-3	0.6	13
63	CCN(CC)C(=O)c1sc2c(c1C)c(=O)n(-c1ccc(C)c(C)c1)c(=O)n2CC(=O)NCC1CCCO1 (stereo not given)	.	-2	5	-5	-8	7	1.5	9
64	O=C1/C(=C\c2cccc([N+](=O)[O-])c2O)SC(=S)N1Cc1ccccc1	5	2	5	8	-4	2	-0.2	-32
65	Oc1ccc(-c2nc3ncccn3c2Nc2ccc3c(c2)OCO3)cc1	-2	.	-2	6	-2	-2	.	.
